RBBP9 inh = blocks human serine hydrolase RBBP9; AID 1515; recombinant RBBP9, FP-Rh probe fluorescence polarization; O75884; 220,000 compounds, 0.2% hits; inhibition, % at 7.94 µM;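 active means inhibition above the campaign mean of all tested compounds plus 3 SD, cut at about 14% in these data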;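 further: plate controls were DMSO wells with RBBP9 for no effect and wells lacking RBBP9 protein for full effect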
Target sequence (O75884 whole entry, looked up): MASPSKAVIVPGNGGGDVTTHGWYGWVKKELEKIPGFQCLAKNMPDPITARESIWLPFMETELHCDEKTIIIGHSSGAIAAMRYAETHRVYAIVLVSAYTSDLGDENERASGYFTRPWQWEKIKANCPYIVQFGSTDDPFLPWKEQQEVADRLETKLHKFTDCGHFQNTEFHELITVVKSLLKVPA
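System: RBBP9 protein / Buffer or medium: Tris/NaCl buffer pH 8.0 with 0.1% Pluronic / Probe or stimulus: Serine-hydrolase probe FP-Rh, 375 nM pre-mixing / Dosing: 7.94 µM single dose, 0.794% DMSO / Times: enzyme-compound preincubation 30 min, then probe labeling 45 min, 25 °C / Technique: fluorescence polarization (mP), excitation 525 nm, emission 598 nm / Replication: singlicate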
Runt-SMMHC FRET = blocks binding of human RUNX1 Runt domain to CBFb-SMMHC. AID 1434. inhibition, % at 20 µM. Q01196+Q13951. Cerulean-Runt/Venus-CBFb-SMMHC FRET ratio 530/480, 1 h. 220,000 compounds, 0.74% hits;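 active means mean inhibition across duplicate retests at 20 µM reaching about 50%, limit read from the data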;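 further: 0% = DMSO wells and 100% = wells with excess untagged CBFb-SMMHC; inhibitors lower the FRET ratio by blocking Runt binding to CBFb-SMMHC; some results filed as inactive read as strong as hits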
NPY-Y1 PAM-ag = potentiators or agonists of human neuropeptide Y receptor Y1; P25929; NPY-Y1 expressing cells, potentiator/agonist activation; activation, % at 3.6 µM; 220,000 compounds, 0.37% hits; AID 1304; in the data active means activation above about 33%, passing the limit was not always enough;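 further: cells stimulated with NPY at EC10 then isoproterenol at EC100; 0% = low agonist plus stimulus and 100% = saturating agonist plus stimulus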
Target sequence (P25929 whole entry, looked up): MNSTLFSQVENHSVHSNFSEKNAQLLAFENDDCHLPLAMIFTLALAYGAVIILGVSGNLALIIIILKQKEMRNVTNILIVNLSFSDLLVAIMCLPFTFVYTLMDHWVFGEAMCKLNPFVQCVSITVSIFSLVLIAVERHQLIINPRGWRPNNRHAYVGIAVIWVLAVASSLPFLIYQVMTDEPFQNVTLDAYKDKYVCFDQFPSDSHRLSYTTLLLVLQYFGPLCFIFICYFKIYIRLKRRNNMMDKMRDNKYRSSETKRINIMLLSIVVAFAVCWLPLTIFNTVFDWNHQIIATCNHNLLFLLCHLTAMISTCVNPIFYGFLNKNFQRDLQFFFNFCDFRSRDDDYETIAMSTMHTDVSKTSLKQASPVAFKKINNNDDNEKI
p97 ATPase inh = human p97 ATPase inhibition; AID 1481; recombinant p97 ATPase, Kinase-Glo ATP luminescence, 3 h; inhibition, % at 8 µM; 220,000 compounds, 0.42% hits; in the data active means inhibition above about 15%;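 further: 0% = DMSO vehicle and 100% = wells lacking enzyme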
Hck Nef HTS = inhibitors of human Hck kinase activated by Nef; inhibition, % at 20 µM; AID 463187; 220,000 compounds, 0.68% hits; Recombinant Hck-YEEI plus Nef, Z-Lyte FRET kinase assay;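 active means Hck-Nef kinase inhibition above about 50%, limit read from the data; inactive means inhibition below that limit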;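 further: 0% = DMSO with Hck plus Nef and 100% = Hck alone without Nef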
NPY2 pot ag = potentiates or activates human NPY-Y2 receptor; 220,000 compounds, 0.45% hits; AID 1359; P49146; cells expressing NPY-Y2, potentiator/agonist read-out; activation, % at 3.6 µM; in the data active means activation above about 27%;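 further: cells stimulated with NPY near EC25 plus isoproterenol at EC100; 0% = vehicle plus submaximal agonist and 100% = vehicle plus saturating agonist; some results beyond the cut were filed as inactive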
Target sequence (P49146 whole entry, looked up): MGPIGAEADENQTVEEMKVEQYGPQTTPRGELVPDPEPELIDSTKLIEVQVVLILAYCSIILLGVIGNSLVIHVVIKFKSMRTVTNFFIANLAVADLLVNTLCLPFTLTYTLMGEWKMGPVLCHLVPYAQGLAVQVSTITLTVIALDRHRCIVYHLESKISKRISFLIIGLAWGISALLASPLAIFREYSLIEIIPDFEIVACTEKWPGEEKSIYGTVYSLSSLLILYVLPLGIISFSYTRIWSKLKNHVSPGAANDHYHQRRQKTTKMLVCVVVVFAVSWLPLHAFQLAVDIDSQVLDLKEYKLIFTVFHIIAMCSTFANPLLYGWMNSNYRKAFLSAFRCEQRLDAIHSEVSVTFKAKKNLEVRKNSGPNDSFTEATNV
Runt-CBFb FRET = inhibitors of human RUNX1 Runt domain binding to CBFb | Q01196+Q13951 | inhibition, % at 20 µM | Cerulean-Runt/Venus-CBFb FRET ratio 530/480, 1 h | 220,000 compounds, 0.46% hits;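 active means inhibition over about 50% at 20 µM in the single-dose screen, limit read from the data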;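 further: 0% = DMSO wells and 100% = excess unlabeled CBFb competitor control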
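Assay system: Cerulean-Runt domain / Medium: Tris 50 mM pH 7.5, KCl, K2SO4, 0.01% BSA / Timing: protein complex preformed 1 h, compound exposure 1 h, room temperature, dark / Measured by: FRET, excitation 422 nm, emission at 530 and 480 nm / Evaluation: loss of energy transfer signal / Control set: 5 µM unlabeled CBFb as full-inhibition high control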
NPY Y1 blocker = blocks the human neuropeptide Y Y1 receptor; P25929; HEK293-CNG Y1 cells, membrane potential fluorescence; NPY at EC95, then isoproterenol; inhibition, % at 3.6 µM; 200,000 compounds, 1% hits; AID 1040;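 active means inhibition above the campaign mean inhibition of all tested compounds plus 3 SD, cut at about 20% in these data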;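 further: 0% = DMSO wells given NPY plus isoproterenol and 100% = isoproterenol alone without NPY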
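Assay system: HEK293 Y1/CNG channel cell line; Doses: single compound dose of 3.6 µM, 0.4% DMSO; Timing: dye 3 h, compound 60 min room temperature, stimulation 45 min; Technique: Membrane-potential fluorescent dye readout; Measure: % inhibition of NPY effect.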
MDM2 E3 inh = Mdm2 E3 ligase (human) inhibition | 210,000 compounds, 0.11% hits | cell-based MDM2 ubiquitination luciferase reporter, 2 h; 0 = plate control, 100 = twice control, blank-subtracted | Q00987 | signal enhancement, % at 5 µM;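 active means signal enhancement of 30% or more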;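 further: luminescence tracks abundance of the self-degrading MDM2-luciferase fusion protein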
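Test system: mammalian cells stably expressing self-ubiquitinating, self-degrading MDM2 E3–luciferase fusion; Amount: 2000 cells in each well; Medium: DMEM; Schedule: 4 h settle plus 2 h compound, 37 °C; Technique: SteadyLite luciferase luminescence after 15 min room-temperature reagent incubation; Benchmarks: plate control and blank wells.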
Active calls of the source: *.

What do the screens show for `CNc1nc(N)c(C(=O)C(C)(C)C)s1`?
RBBP9 inh: -7; Runt-SMMHC FRET: -3; NPY-Y1 PAM-ag: 2; p97 ATPase inh: 6; Hck Nef HTS: 1; NPY2 pot ag: -6; Runt-CBFb FRET: -2; NPY Y1 blocker: 2; MDM2 E3 inh: -34

How did O=C(CCCOc1ccccc1)Nc1nc2ccccc2[nH]1 do in these assays?
RBBP9 inh: -6; Runt-SMMHC FRET: 0; NPY-Y1 PAM-ag: -27; p97 ATPase inh: -6; Hck Nef HTS: 13; NPY2 pot ag: -5; Runt-CBFb FRET: 0; NPY Y1 blocker: 3; MDM2 E3 inh: -12

How did COc1ccccc1NC(=O)CSC1=NCCN1 do in these assays?
RBBP9 inh: -5; Runt-SMMHC FRET: 3; NPY-Y1 PAM-ag: 4; p97 ATPase inh: 2; Hck Nef HTS: 3; NPY2 pot ag: 3; Runt-CBFb FRET: 4; NPY Y1 blocker: 4; MDM2 E3 inh: -4

What do the screens show for `O=C(NC(=S)Nc1ccccc1[N+](=O)[O-])c1ccccc1Cl`?
RBBP9 inh: -1; Runt-SMMHC FRET: -3; NPY-Y1 PAM-ag: 11; p97 ATPase inh: 4; Hck Nef HTS: -6; NPY2 pot ag: -41; Runt-CBFb FRET: 7; MDM2 E3 inh: -10

How did C/C(Cc1ccccc1)=N\NC(=O)CCCCCC(=O)N/N=C(\C)Cc1ccccc1 do in these assays?
RBBP9 inh: -12; Runt-SMMHC FRET: 2; NPY-Y1 PAM-ag: -7; p97 ATPase inh: -2; Hck Nef HTS: 0; NPY2 pot ag: -13; Runt-CBFb FRET: 1; NPY Y1 blocker: -3; MDM2 E3 inh: -10

What do the screens show for `CN1C(=O)c2oc3ccccc3c(=O)c2C1c1ccccn1` (centres undefined)?
RBBP9 inh: 14; Runt-SMMHC FRET: 2; NPY-Y1 PAM-ag: 9; p97 ATPase inh: 6; Hck Nef HTS: 1; NPY2 pot ag: 17; Runt-CBFb FRET: 1; NPY Y1 blocker: 5; MDM2 E3 inh: -1

What do the screens show for `COc1cccc(Nc2cc(N3CCOCC3)c3nonc3c2[N+](=O)[O-])c1`?
RBBP9 inh: -6; Runt-SMMHC FRET: -6; NPY-Y1 PAM-ag: 8; p97 ATPase inh: 4; Hck Nef HTS: 2; NPY2 pot ag: -11; Runt-CBFb FRET: -4; NPY Y1 blocker: -4; MDM2 E3 inh: -6

Results for Nc1nc2ccc(C(=O)NC3CCCCC3)cc2s1 ?
RBBP9 inh: 3; Runt-SMMHC FRET: 6; NPY-Y1 PAM-ag: -9; p97 ATPase inh: 3; Hck Nef HTS: 0; NPY2 pot ag: 10; Runt-CBFb FRET: -1; NPY Y1 blocker: -4; MDM2 E3 inh: -3

Results for Cc1cccnc1NC(=O)CSc1nnc(COc2ccc(C(C)C)cc2)n1C ?
RBBP9 inh: 0; Runt-SMMHC FRET: 6; NPY-Y1 PAM-ag: -11; p97 ATPase inh: 0; Hck Nef HTS: 6; NPY2 pot ag: -5; Runt-CBFb FRET: 1; NPY Y1 blocker: -7; MDM2 E3 inh: 9

Results for COC(=O)CN(c1cccc(C(C)=O)c1)S(C)(=O)=O ?
RBBP9 inh: -2; Runt-SMMHC FRET: 2; NPY-Y1 PAM-ag: 11; p97 ATPase inh: 3; Hck Nef HTS: 3; NPY2 pot ag: -6; Runt-CBFb FRET: 0; NPY Y1 blocker: -5; MDM2 E3 inh: 5

What do the screens show for `COc1cc(CN2CCN(c3cc(C)ccc3C)CC2)cc([N+](=O)[O-])c1O`?
RBBP9 inh: -4; NPY-Y1 PAM-ag: 6; p97 ATPase inh: 0; Hck Nef HTS: 0; NPY2 pot ag: -1; NPY Y1 blocker: 0

How did CCCS(=O)(=O)N1CCCC(C(=O)NCCCOC(C)C)C1 (centres undefined) do in these assays?
RBBP9 inh: -3; Runt-SMMHC FRET: 1; NPY-Y1 PAM-ag: 6; p97 ATPase inh: -8; Hck Nef HTS: -2; NPY2 pot ag: -2; Runt-CBFb FRET: -2; NPY Y1 blocker: 2; MDM2 E3 inh: -19

What do the screens show for `CCOc1ccc(C2=Nn3c(nnc3-c3ccc(OC)cc3)SC2)cc1`?
RBBP9 inh: -9; Runt-SMMHC FRET: 0; NPY-Y1 PAM-ag: -41; p97 ATPase inh: 6; Hck Nef HTS: 1; NPY2 pot ag: -10; Runt-CBFb FRET: -3; NPY Y1 blocker: 14; MDM2 E3 inh: -8

What do the screens show for `O=C(N[C@@H](Cc1ccccc1)C(=O)O)c1cccnc1`?
RBBP9 inh: -2; Runt-SMMHC FRET: -2; NPY-Y1 PAM-ag: -4; p97 ATPase inh: 4; Hck Nef HTS: 25; NPY2 pot ag: 6; Runt-CBFb FRET: 2; NPY Y1 blocker: 1; MDM2 E3 inh: -4

How did COc1cc(C)nc(Oc2ccc(OCc3ccccc3)nn2)n1 do in these assays?
RBBP9 inh: -12; Runt-SMMHC FRET: -2; NPY-Y1 PAM-ag: -19; p97 ATPase inh: -8; Hck Nef HTS: 0; NPY2 pot ag: -5; Runt-CBFb FRET: 2; NPY Y1 blocker: 2; MDM2 E3 inh: -4

Results for COc1ccc(NC(=O)COC(=O)C2=COCCO2)cc1OC ?
RBBP9 inh: -6; Runt-SMMHC FRET: -1; NPY-Y1 PAM-ag: 3; p97 ATPase inh: 5; Hck Nef HTS: 23; NPY2 pot ag: 3; Runt-CBFb FRET: 1; NPY Y1 blocker: 5; MDM2 E3 inh: 0

How did COc1cc(/C=C/C(=O)c2ccc(C)c([N+](=O)[O-])c2)cc(OC)c1O do in these assays?
RBBP9 inh: 3; Runt-SMMHC FRET: -9; NPY-Y1 PAM-ag: -17; p97 ATPase inh: 4; Hck Nef HTS: 1; NPY2 pot ag: -2; Runt-CBFb FRET: 1; NPY Y1 blocker: 6; MDM2 E3 inh: -3

Results for Cc1ccsc1/C=N/NC(=S)NCc1ccccc1 ?
RBBP9 inh: 2; Runt-SMMHC FRET: -4; NPY-Y1 PAM-ag: -1; p97 ATPase inh: 2; Hck Nef HTS: 3; NPY2 pot ag: -14; Runt-CBFb FRET: 0; NPY Y1 blocker: 4; MDM2 E3 inh: -5

How did COC1OC(COC(=O)CNC(=O)OC(C)(C)C)C(O)C(O)C1O (centres undefined) do in these assays?
RBBP9 inh: -1; Runt-SMMHC FRET: 0; NPY-Y1 PAM-ag: -24; p97 ATPase inh: 3; Hck Nef HTS: -50; NPY2 pot ag: 1; Runt-CBFb FRET: -3; NPY Y1 blocker: -5; MDM2 E3 inh: 6

Results for Cc1ccc(C(=O)CCNc2ccccc2)o1 ?
RBBP9 inh: -5; Runt-SMMHC FRET: 4; NPY-Y1 PAM-ag: -9; p97 ATPase inh: 3; Hck Nef HTS: -1; NPY2 pot ag: 6; Runt-CBFb FRET: -1; NPY Y1 blocker: -6; MDM2 E3 inh: -12

Next section; it opens with the three that closed the last part.
Results for Cc1ccsc1/C=N/NC(=S)NCc1ccccc1 ?
RBBP9 inh: 2; Runt-SMMHC FRET: -4; NPY-Y1 PAM-ag: -1; p97 ATPase inh: 2; Hck Nef HTS: 3; NPY2 pot ag: -14; Runt-CBFb FRET: 0; NPY Y1 blocker: 4; MDM2 E3 inh: -5

How did COC1OC(COC(=O)CNC(=O)OC(C)(C)C)C(O)C(O)C1O (centres undefined) do in these assays?
RBBP9 inh: -1; Runt-SMMHC FRET: 0; NPY-Y1 PAM-ag: -24; p97 ATPase inh: 3; Hck Nef HTS: -50; NPY2 pot ag: 1; Runt-CBFb FRET: -3; NPY Y1 blocker: -5; MDM2 E3 inh: 6

Results for Cc1ccc(C(=O)CCNc2ccccc2)o1 ?
RBBP9 inh: -5; Runt-SMMHC FRET: 4; NPY-Y1 PAM-ag: -9; p97 ATPase inh: 3; Hck Nef HTS: -1; NPY2 pot ag: 6; Runt-CBFb FRET: -1; NPY Y1 blocker: -6; MDM2 E3 inh: -12

What do the screens show for `CN(CC1CCCO1)S(=O)(=O)c1ccc(C(=O)Nc2nc(-c3ccccn3)cs2)cc1` (centres undefined)?
RBBP9 inh: -6; Runt-SMMHC FRET: 3; NPY-Y1 PAM-ag: -2; p97 ATPase inh: 1; Hck Nef HTS: 0; NPY2 pot ag: -7; Runt-CBFb FRET: 2; NPY Y1 blocker: 4; MDM2 E3 inh: -5

How did CCOC(=O)C1CCN(C(=O)C2c3ccccc3C(=O)N(C)C2c2ccc(OC)cc2)CC1 (centres undefined) do in these assays?
RBBP9 inh: -8; Runt-SMMHC FRET: -2; NPY-Y1 PAM-ag: -24; p97 ATPase inh: -7; Hck Nef HTS: 0; NPY2 pot ag: -22; Runt-CBFb FRET: 1; NPY Y1 blocker: 11; MDM2 E3 inh: -15

How did CCCN1Cc2cccc(C(=O)N3CCN(c4cc(Cl)ccc4C)CC3)c2C1=O do in these assays?
RBBP9 inh: -5; Runt-SMMHC FRET: -5; NPY-Y1 PAM-ag: 4; p97 ATPase inh: 2; Hck Nef HTS: 8; NPY2 pot ag: -7; Runt-CBFb FRET: -2; NPY Y1 blocker: 0; MDM2 E3 inh: -9

Results for Cc1ccc2nc(/C(C#N)=C/c3cn[nH]c3-c3ccc(F)cc3)[nH]c2c1 ?
RBBP9 inh: -46; Runt-SMMHC FRET: 1; NPY-Y1 PAM-ag: 0; p97 ATPase inh: 10; Hck Nef HTS: 2; NPY2 pot ag: -10; Runt-CBFb FRET: -3; NPY Y1 blocker: 9; MDM2 E3 inh: -13

What do the screens show for `CCn1nnnc1SCC(=O)Nc1ccc(OCc2ccccc2)cc1`?
RBBP9 inh: -12; Runt-SMMHC FRET: -1; NPY-Y1 PAM-ag: -5; p97 ATPase inh: -4; Hck Nef HTS: 0; NPY2 pot ag: 12; Runt-CBFb FRET: -2; NPY Y1 blocker: -1; MDM2 E3 inh: 0

What do the screens show for `Cc1ccc(-c2nn(-c3ccccc3)cc2CN(Cc2ccccc2)C(=O)c2ccco2)o1`?
RBBP9 inh: -9; Runt-SMMHC FRET: 4; NPY-Y1 PAM-ag: -45; p97 ATPase inh: -2; Hck Nef HTS: 2; NPY2 pot ag: -1; Runt-CBFb FRET: 6; NPY Y1 blocker: 16; MDM2 E3 inh: -7
